# Screening results (PubChem BioAssay)
# TNAP act hiacc – activators of human TNAP at high phosphate acceptor concentration. P05186. purified TNAP, CDP-star luminescence, 1 M DEA, 30 min; active compounds read high; 0 = EDTA background, 1 = DMSO-only activity. activation factor at 20 µM. 200,000 tested, under 10 active. AID 1136;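 active = activation factor at least 2 at 20 µM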
# Target sequence (P05186 whole entry, looked up): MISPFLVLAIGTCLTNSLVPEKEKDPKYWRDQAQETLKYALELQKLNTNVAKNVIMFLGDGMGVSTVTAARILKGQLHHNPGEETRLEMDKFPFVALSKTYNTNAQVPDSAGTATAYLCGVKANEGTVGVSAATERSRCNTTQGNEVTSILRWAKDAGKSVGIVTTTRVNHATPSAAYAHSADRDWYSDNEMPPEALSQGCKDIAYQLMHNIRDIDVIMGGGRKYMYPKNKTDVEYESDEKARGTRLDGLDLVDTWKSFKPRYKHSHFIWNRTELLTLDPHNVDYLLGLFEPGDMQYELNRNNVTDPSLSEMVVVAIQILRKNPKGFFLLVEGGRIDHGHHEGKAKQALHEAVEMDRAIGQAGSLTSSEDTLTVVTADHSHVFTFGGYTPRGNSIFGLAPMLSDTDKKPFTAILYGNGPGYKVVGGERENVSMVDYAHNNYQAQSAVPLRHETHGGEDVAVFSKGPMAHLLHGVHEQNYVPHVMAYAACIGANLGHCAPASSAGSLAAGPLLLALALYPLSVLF
#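 Control set: EDTA negative control, DMSO positive control / Assay system: human TNAP / Quantity: TNAP 1/800 final / Evaluation: TNAP activation factor scaled between EDTA and DMSO control wells / Measured by: luminescent substrate turnover signal / Compound dosing: one dose, 20 µM / Times: 30 min enzyme reaction at room temperature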
# bIAP act – intestinal alkaline phosphatase (bovine) activation | purified bovine IAP, CDP-star luminescence, 30 min; active compounds read high; fold of DMSO-control signal, blank-subtracted | activation factor at 20 µM | 200,000 tested, 0.17% active;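 active = activation factor of 2 or more at 20 µM, a signal rise over negative controls twice the positive control's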
# RAM network inh – yeast RAM network inhibition. S. cerevisiae dse1pr::URA3 reporter, 5-FOA growth OD615, 2 d; analog-sensitive cbk1-as2 kinase mutant strain. AID 868. 190,000 tested, 1.8% active. inhibition, % at 50 µM;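 active = inhibition above a set limit, 3 SD over mean compound inhibition, cut at about 8.4% in these data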;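 note: 0% = DMSO-only wells with no growth and 100% = 10 µM 1-NA-PP1 full growth; inhibition rescues growth on 5-FOA so higher OD means more RAM inhibition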
# TNAP inh no acc – inhibitors of human TNAP without phosphate acceptor. P05186. purified TNAP, CDP-star luminescence, 30 min. inhibition, % at 20 µM. 200,000 tested, 0.26% active;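 active = tissue-nonspecific alkaline phosphatase inhibition above about 50% at 20 µM in the single-dose screen, limit read from the data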;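 note: 0% = DMSO negative control and 100% = EDTA positive control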
# bIAP inhibitor – intestinal alkaline phosphatase (bovine) inhibition; inhibition, % at 20 µM; 190,000 tested, under 10 active; purified bovine IAP, CDP-star luminescence, 30 min;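 active = over 50% inhibition of intestinal alkaline phosphatase at 20 µM in the single-dose screen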
#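 Assay system: bovine IAP enzyme; medium: DEA buffer 100 mM, pH 9.8, with MgCl2 1.0 mM, ZnCl2 0.02 mM; doses: 20 µM single dose; incubation: enzyme reaction for 30 min at room temperature; detection: CDP-star luminescence signal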
# APP 5UTR inh – APP translation inhibition | SH-SY5Y APP 5'UTR-luciferase reporter, luminescence | inhibition, % at 2 µM | 190,000 tested, 0.82% active | AID 1285;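 active = inhibition above a set limit, derived from the sample mean plus 3 SD, cut at about 45% in these data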; note: values of inactives mirror those of a sister screen read the other way
# Lmaj promast – reduces viability of Leishmania major promastigotes; resazurin fluorescence viability; inhibition, % at 10 µM; 200,000 tested, 9% active; AID 1063; in the data active = inhibition above about 50%;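 note: promastigotes grown with compound for 44 hours at 28 °C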
# FLuc stim CS – firefly luciferase counter-screen for stimulation assays. P08659. ATPlite luciferase biochemical, luminescence, 10 min; 0 = ATP-free wells, 1 = DMSO control. activation factor at 10 µM. 200,000 tested, under 10 active. AID 1027;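 active = luciferase activation factor, scaled between plate controls, of at least 2 with compound at 10 µM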
# Target sequence (P08659 whole entry, looked up): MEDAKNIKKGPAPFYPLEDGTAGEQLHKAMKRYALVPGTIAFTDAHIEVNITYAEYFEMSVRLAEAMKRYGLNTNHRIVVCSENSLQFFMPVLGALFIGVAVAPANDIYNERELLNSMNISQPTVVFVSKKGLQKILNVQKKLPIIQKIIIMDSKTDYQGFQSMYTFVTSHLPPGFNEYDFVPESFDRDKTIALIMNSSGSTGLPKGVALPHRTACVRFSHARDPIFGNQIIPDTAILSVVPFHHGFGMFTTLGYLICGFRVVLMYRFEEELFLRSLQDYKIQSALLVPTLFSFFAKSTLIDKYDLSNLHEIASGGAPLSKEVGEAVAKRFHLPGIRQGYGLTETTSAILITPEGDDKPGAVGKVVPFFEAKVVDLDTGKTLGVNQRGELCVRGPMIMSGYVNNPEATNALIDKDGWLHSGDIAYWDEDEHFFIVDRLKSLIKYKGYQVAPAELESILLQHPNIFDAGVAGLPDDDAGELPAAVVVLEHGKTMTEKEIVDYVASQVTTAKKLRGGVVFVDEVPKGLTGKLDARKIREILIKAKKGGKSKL
#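 System: cell-free luciferase reagent; medium: PBS as buffer for the ATP substrate; doses: test compounds dosed from 2 mM stocks in 100% DMSO; incubation: 10 min, room temperature; measured by: luminescence from luciferase reaction; read-out: luciferase activation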
# FLuc inhib CS – Photinus pyralis luciferase inhibition counter-screen. P08659. ATPLite firefly luciferase biochemical luminescence, 10 min. inhibition, % at 10 µM. 200,000 tested, 1.5% active. AID 1006;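 active = inhibition above about 50% when tested at 10 µM, limit read from the data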
# TNAP inh hiacc – inhibitors of human TNAP at high phosphate acceptor concentration; 200,000 tested, 0.03% active; inhibition, % at 20 µM; P05186; AID 1135; purified TNAP, CDP-star luminescence, 1 M DEA;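 active = over 50% inhibition of tissue-nonspecific alkaline phosphatase at 20 µM in the single-dose screen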;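 note: plate controls were DMSO wells for no effect and EDTA-quenched wells as full inhibition for full effect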
# Numbers without * were called inactive; nt = no result given.
SMILES,TNAP inh no acc,FLuc stim CS,bIAP inhibitor,FLuc inhib CS,bIAP act,TNAP act hiacc,RAM network inh,APP 5UTR inh,Lmaj promast,TNAP inh hiacc
CCOC(=O)C1=NNC2C(=O)N(C3CCCCC3)C(=O)C12 (stereo not given),-10,1,5,-3,0.9,1,-0.9,-7,-7,-2
Cc1cc2c(cc(C(=O)NCc3cccnc3)n2Cc2ccc(Cl)cc2)o1,-4,1.1,7,-14,0.9,1,1.5,23,34,1
CCOC(=O)N1CCC(=NNC(=O)c2ccc(O)cc2)CC1,-20,1.1,-1,-9,1,1,0.7,-32,-7,-2
Cc1cc(=O)[nH]c(S/C=C/c2ccccc2)n1,-10,0.2,-1,77*,1,1,-0.4,-10,-7,-1
Cc1cc(C)cc(-c2nnc(SCC(=O)c3ccc4c(c3)OCCO4)o2)c1,-5,1.1,0,-6,1,1,5.5,15,-5,0
Cc1cc2c(c(=O)n1Cc1cccnc1)C(c1ccc(F)cc1)C(C#N)=C(N)O2 (stereo not given),-16,1.1,8,-9,0.9,1.1,1.6,-30,-3,-10
O=C(CCn1c(=O)oc2ccccc21)N1CCOCC1,-10,1,-4,-2,1,1,1.9,2,-5,-4
CC1CCCN(S(=O)(=O)c2ccc(C(=O)Nc3nnc(-c4ccncc4)o3)cc2)C1 (stereo not given),-14,1,-12,0,1.1,1,2.3,-8,12,-4
Fc1ccc(COc2cccc(CNCc3ccncc3)c2)cc1,-8,1,-5,0,1,1,-1.2,26,96*,-2
CC(=O)Oc1ccccc1C1=NN(C(C)=O)C(c2ccccc2)C1 (stereo not given),-26,1.1,-51,-5,1.5,1,0.0,8,-6,-4

# Next section (5 carried over from the part before).
SMILES,TNAP inh no acc,FLuc stim CS,bIAP inhibitor,FLuc inhib CS,bIAP act,TNAP act hiacc,RAM network inh,APP 5UTR inh,Lmaj promast,TNAP inh hiacc
Cc1cc2c(c(=O)n1Cc1cccnc1)C(c1ccc(F)cc1)C(C#N)=C(N)O2 (stereo not given),-16,1.1,8,-9,0.9,1.1,1.6,-30,-3,-10
O=C(CCn1c(=O)oc2ccccc21)N1CCOCC1,-10,1,-4,-2,1,1,1.9,2,-5,-4
CC1CCCN(S(=O)(=O)c2ccc(C(=O)Nc3nnc(-c4ccncc4)o3)cc2)C1 (stereo not given),-14,1,-12,0,1.1,1,2.3,-8,12,-4
Fc1ccc(COc2cccc(CNCc3ccncc3)c2)cc1,-8,1,-5,0,1,1,-1.2,26,96*,-2
CC(=O)Oc1ccccc1C1=NN(C(C)=O)C(c2ccccc2)C1 (stereo not given),-26,1.1,-51,-5,1.5,1,0.0,8,-6,-4
O=C(c1cccc(N2C(=O)C3CC=CCC3C2=O)c1)N1CCN(c2ccccc2)CC1 (stereo not given),-8,1.1,14,-7,0.9,1,0.8,-4,-6,0
CC1(C)CC(NC(=O)C2CCCCC2C(=O)O)CC(C)(C)N1 (stereo not given),-3,1.1,2,-8,1,1,nt,nt,nt,-5
Cc1ccc(C(=O)N/C(=C/c2cccs2)C(=O)N2CCCCC2)cc1,9,1,-5,-1,1.1,1,-0.8,-33,18,5
Cc1ccc(-c2[nH]ncc2/C=N/n2c(COc3ccccc3)nc3ccccc3c2=O)cc1,-29,1.1,-1,-6,1,1,5.7,-6,41,0
Cc1cccc(C(=O)O/N=C(/c2ccccc2)c2ccncc2)c1,-1,1,8,-1,0.9,1,-1.7,-1,-5,-2
CC(C)(C)n1nc2c(c1NC(=O)COc1ccc3ccccc3c1)CS(=O)(=O)C2,-5,1,-11,4,1.1,1,3.8,-1,-1,-5
Cc1cc(OCC(O)CN2CCN(C)CC2)ccc1C(C)C (stereo not given),-16,1.1,0,-6,1,1.1,-1.1,4,90*,-7
O=c1oc2ccccc2nc1/C=C(O)/C=C/c1ccc(F)cc1,-45,1,8,3,0.9,0.9,2.2,-6,61*,8
O=C(Cn1nc(C(F)(F)F)c2c1CCCC2)NCCN1CCOCC1,-12,1.1,-7,-7,1.1,1,1.7,-14,-5,-4
O=C(Nc1cc(Cl)cc(Cl)c1)C(NCC1CCCO1)c1ccccc1 (stereo not given),-7,1.1,34,-7,0.7,1,-0.6,0,6,-3
COC(=O)C1C(=O)NC(SC)=C(C#N)C1c1ccccc1F (stereo not given),-9,1,0,-3,1,1,0.0,-12,82*,-4
COc1ccc(NC(=O)c2nn(C34CC5CC(CC(C5)C3)C4)cc2[N+](=O)[O-])cc1,-10,1,0,-4,1,1,1.8,-3,96*,-2
CCCn1c(N2CCN(C(=O)Nc3ccc(Cl)cc3)CC2)nc2ccccc21,-11,1,14,-4,0.9,1.1,-0.6,-26,13,-5
COc1ccc(Br)cc1CN(C)CC(=O)Nc1cc(Cl)cc(Cl)c1,-17,1,-20,-1,1.2,1,-1.1,-21,33,4
C=CCn1c(SCc2ccccc2)nc2scc(-c3ccc(C)o3)c2c1=O,-4,1,8,-4,0.9,1,11*,2,-3,-2
CC(C)COc1cccc(C(=O)NC(=S)NCc2cccnc2)c1,1,1,2,-5,1,1,0.5,-7,5,-4
COc1ccc(C=O)cc1COc1ccc(C)cc1[N+](=O)[O-],-10,1.1,0,-6,1,1,4.2,-9,-1,-4
Cc1ccc(S(=O)(=O)N2CCC(=O)N(CCOCc3ccc(F)cc3)CC2)cc1,-7,1,1,-1,1,1,-0.3,3,15,-3
Fc1cccc(Cc2noc(CN3CCOCC3)n2)c1,-6,1.1,6,-8,0.9,1.1,1.6,1,-4,-7
O=C(COC(=O)C1CCN(S(=O)(=O)c2cccs2)CC1)c1ccccc1,-5,1.1,-3,-9,1,1,4.8,6,-11,-4
O=C(/C=C/c1ccc(O)cc1)c1ccc(NC2=C(N3CCCCC3)C(=O)c3ccccc3C2=O)cc1,31,0.7,35,34,0.6,0.7,2.1,-22,99*,26
CCOc1ccccc1/C=C(\NC(=O)c1ccccc1)C(=O)NCCC(=O)O,-9,1,nt,-1,0.4,1,-0.4,-16,8,-4
CC(=O)N1C(c2ccccc2O)C[C@]2(C)CC(=O)NC12 (stereo not given in full),-8,1.1,-22,-5,1.2,1,2.2,-11,-2,-4
CCOc1cc(N2CCOCC2)c(OCC)cc1NC(C)C(=O)N1CCN(CC)CC1 (stereo not given),-17,1.1,-6,-7,1.1,1,1.6,-12,-4,2
CCCC1NC(=S)N(C2CCCCC2)C1=O (stereo not given),-4,1,-1,-4,1,1,0.9,-15,40,3
Cc1ccc(NC(=O)COC(=O)c2ccnn2C)cc1,-13,1,19,-2,0.8,1,2.5,21,-5,-3
Cc1ccc(OCC(=O)N/N=C\c2cccs2)c([N+](=O)[O-])c1,-6,1,-2,-2,1,1,4.3,3,9,1
Cn1ccnc1SCC(=O)Nc1ccc2c(c1)OCO2,-10,0.9,-8,6,1.1,1,2.5,-4,-2,0
Cc1ccc(NC(=O)CSc2nnc(-c3ccccc3C)o2)cc1C,-28,1.1,16,-6,0.8,1,4.1,-38,3,3
O=C(c1ccc(F)cc1)C1CCN(C(=O)Nc2ccccc2Cl)CC1,-5,1.1,38,-8,0.6,1,-1.6,-19,14,-3
Cc1nc2ccc([N+](=O)[O-])cc2s1,-9,1,2,-1,1,1,0.9,9,-5,-4
NC1=NC(c2ccccc2Cl)n2c(nc3ccccc32)N1 (stereo not given),-13,1.1,-37,-9,1.4,1.1,1.7,-11,2,-5
Cc1nn(CCc2n[nH]c(=S)n2C2CCCCC2)c(C)c1Br,-2,1,0,-4,1,1,3.6,-1,48,4
Cc1cc(C(=O)N/N=C/c2cccc([N+](=O)[O-])c2)c(C)n1-c1ccccc1,-7,0.6,13,38,0.9,1,8.3,-36,18,-4
COc1ccc(C2SCCN2C(=S)Nc2ccc(Cl)cc2)cc1 (stereo not given),-11,1,20,1,0.8,1,0.8,-18,41,1
CCn1c(SCC(=O)c2cc(OC)ccc2OC)nc2c1c(=O)n(C)c(=O)n2C,-15,1.1,8,-9,0.9,1.1,nt,nt,nt,-7
O=C(COc1ccc(Cl)cc1)NC1CCSC1=O (stereo not given),2,1.1,30,-8,0.7,1,0.8,-2,-7,2
NS(=O)(=O)c1ccc(CCNC(=O)COC(=O)/C=C/c2ccc(Cl)cc2)cc1,3,1,-1,-3,1,1,2.8,17,-1,0
O=C(Nc1cc(Cl)ccc1Cl)c1ccc(-c2ccccc2)cc1,-2,1,0,-1,1,1,7.5,-1,51*,3
COc1ccc(-c2cn[nH]c2C)cc1OC,-15,1,-6,-2,1.1,1.1,2.5,-9,-1,-7

# Among those listed so far, these have an NH in an aromatic ring:
SMILES,TNAP inh no acc,FLuc stim CS,bIAP inhibitor,FLuc inhib CS,bIAP act,TNAP act hiacc,RAM network inh,APP 5UTR inh,Lmaj promast,TNAP inh hiacc
Cc1cc(=O)[nH]c(S/C=C/c2ccccc2)n1,-10,0.2,-1,77*,1,1,-0.4,-10,-7,-1
Cc1ccc(-c2[nH]ncc2/C=N/n2c(COc3ccccc3)nc3ccccc3c2=O)cc1,-29,1.1,-1,-6,1,1,5.7,-6,41,0
Cc1nn(CCc2n[nH]c(=S)n2C2CCCCC2)c(C)c1Br,-2,1,0,-4,1,1,3.6,-1,48,4
COc1ccc(-c2cn[nH]c2C)cc1OC,-15,1,-6,-2,1.1,1.1,2.5,-9,-1,-7

# (more compounds)
SMILES,TNAP inh no acc,FLuc stim CS,bIAP inhibitor,FLuc inhib CS,bIAP act,TNAP act hiacc,RAM network inh,APP 5UTR inh,Lmaj promast,TNAP inh hiacc
O=C(CCN1CCCC1)Nc1ccccc1,-2,1.1,6,-8,0.9,1,0.4,-28,-2,-5
CCCCn1c(O)c(N=NC(=O)c2ccncc2)c2cc(Br)ccc21,12,1.1,-29,-7,1.3,0.9,1.8,2,-5,5
CC1=Nc2ccc(C)cc2/C1=C/c1c(N)n2c(S(=O)(=O)C(C)C)nsc2nc1=O,3,1,-8,-2,1.1,1,2.0,12,-6,4
C/C(CCC(=O)O)=N/Nc1ccc([N+](=O)[O-])cc1[N+](=O)[O-],8,1.1,nt,-11,0.5,0.9,0.3,16,3,10
Cc1ccc(S(=O)(=O)N2CCN(c3ccc([N+](=O)[O-])c4cccnc34)CC2)cc1,9,1,-9,-3,1.1,0.9,5.7,-22,13,8
O=C(CCc1nc2ccccc2[nH]1)Nc1ccc2c(c1)OCCO2,4,1,-3,3,1,1,0.3,-43,4,-5
CCCCCSc1nc2c(c(=O)[nH]c(=O)n2C)n1CCc1ccccc1,-42,1,4,-4,1,1.1,nt,nt,nt,-9
COC(=O)CCSc1cc(NCCOC(C)=O)c([N+](=O)[O-])c2nonc12,4,1.1,16,-9,0.8,1,2.0,-9,84*,2
